High-throughput results (PubChem BioAssay)
SMARCA2 act = SMARCA2 function activation, primary screen | hit rate 1% among 370,000 | activation, % at 9.1 µM | MG213 cells, MMTV-luciferase reporter, dexamethasone, overnight; in the data active = activation above about 7.8%;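 also: 0% = vehicle wells and 100% = reference activator wells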
DAX1 inh-1 = inhibits human nuclear receptor DAX1; HEK293 Gal4-DAX1 luciferase reporter, luminescence; inhibition, % at 6.75 µM; hit rate 0.99% among 340,000; AID 504766;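 active = inhibition above the mean over all tested compounds plus 3 SD, cut at about 4.2% in these data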;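 also: 0% = DAX1-transfected cells with DMSO and 100% = empty-vector control cells with DMSO; inhibition shows as a rise in luminescence from relieved DAX1 repression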
DAX1 inh-2 = blocks DAX1 repression of SF-1 activated StAR promoter | inhibition, % at 6.8 µM | HEK293T StAR-luciferase reporter, SF-1/DAX-1 repression relief | hit rate 1.1% among 370,000 | AID 652010;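 active = inhibition above the mean over all tested compounds plus 3 SD, cut at about 3.6% in these data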;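 also: 0% = DAX-1 cells with DMSO and 100% = cells lacking DAX-1 with DMSO; higher inhibition means more luminescence from relief of DAX-1 repression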
hcDAF12 agonist = H. contortus DAF-12 activation, primary screen | hit rate 1.4% among 370,000 | HEK293 hcDAF-12 lit1-tk-luc reporter, luminescence; 0% DMSO, 100% Δ7-dafachronic acid | activation, % at 6.8 µM;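 active = activation above the mean of all tested compounds plus 3 SD, cut at about 5.5% in these data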;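 also: 100% = response to 3 µM Δ7-dafachronic acid high control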
ssDAF12 agonist = activators of S. stercoralis DAF-12 nuclear receptor; HEK293 ssDAF-12/GRIP1 lit1-tk-luc reporter, luminescence; % of 3 µM dafachronic acid response; activation, % at 6.8 µM; hit rate 1% among 370,000;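 active = activation above the mean over all tested compounds plus 3 SD, cut at about 0.9% in these data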;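 also: 0% = DMSO-only wells and 100% = 3 µM delta7-dafachronic acid wells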
GC-A act = GC-A (human) enzyme activation. P16066. HEK293 GC-A cells, cGMP TR-FRET, EC30 ANP; 0% at EC30 ANP, 100% saturating ANP. activation, % at 10 µM. hit rate 0.14% among 370,000; in the data active = activation above about 40%
ADAM10 inh = inhibitors of human ADAM10 | O14672 | recombinant ADAM10, EDANS/DABCYL FRET peptide cleavage, 3 h | inhibition, % at 7 µM | hit rate 0.62% among 370,000;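 active = inhibition above a per-campaign cutoff equal to the mean of compounds falling between control-based bounds plus 3 SD, cut at about 20% in these data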;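 also: 0% = DMSO wells while the 100% control is not disclosed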
Target sequence (O14672 214-748 limits assumed): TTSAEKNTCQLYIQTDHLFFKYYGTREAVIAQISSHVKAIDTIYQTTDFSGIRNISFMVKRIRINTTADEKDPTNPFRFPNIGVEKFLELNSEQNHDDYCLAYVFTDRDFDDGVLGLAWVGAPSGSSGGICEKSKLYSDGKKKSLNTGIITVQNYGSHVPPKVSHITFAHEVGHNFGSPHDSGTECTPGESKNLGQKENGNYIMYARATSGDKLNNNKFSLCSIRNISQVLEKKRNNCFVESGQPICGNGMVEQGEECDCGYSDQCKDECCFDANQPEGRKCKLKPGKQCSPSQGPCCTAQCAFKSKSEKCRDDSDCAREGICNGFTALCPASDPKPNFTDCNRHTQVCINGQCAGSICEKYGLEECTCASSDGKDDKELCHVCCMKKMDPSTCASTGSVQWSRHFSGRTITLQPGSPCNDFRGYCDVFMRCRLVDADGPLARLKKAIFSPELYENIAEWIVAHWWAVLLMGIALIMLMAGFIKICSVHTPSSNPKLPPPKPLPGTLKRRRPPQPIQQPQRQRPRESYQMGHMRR
GAA850 FXN act = increases GAA850 frataxin promoter reporter activity. HEK293 lucGAA850 FXN promoter luciferase reporter, 24 h; percent of 10 µM SAHA response. hit rate 0.56% among 360,000. activation, % at 6 µM;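 active = activation above the average of all compounds screened plus 3 SD, cutoff fixed separately per campaign, cut at about 7.5% in these data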;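 also: 0% = DMSO wells and 100% = 10 µM SAHA wells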
ADAM17 inh = inhibitors of human ADAM17; hit rate 0.83% among 370,000; AID 720648; inhibition, % at 6.95 µM; recombinant ADAM17, EDANS/DABCYL FRET peptide cleavage; P78536;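 active = inhibition above the mean of compounds lying between control limits plus 3 SD, set per campaign, cut at about 8.5% in these data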;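 also: 0% = DMSO-only wells as the low control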
Target sequence (P78536 215-824 limits assumed): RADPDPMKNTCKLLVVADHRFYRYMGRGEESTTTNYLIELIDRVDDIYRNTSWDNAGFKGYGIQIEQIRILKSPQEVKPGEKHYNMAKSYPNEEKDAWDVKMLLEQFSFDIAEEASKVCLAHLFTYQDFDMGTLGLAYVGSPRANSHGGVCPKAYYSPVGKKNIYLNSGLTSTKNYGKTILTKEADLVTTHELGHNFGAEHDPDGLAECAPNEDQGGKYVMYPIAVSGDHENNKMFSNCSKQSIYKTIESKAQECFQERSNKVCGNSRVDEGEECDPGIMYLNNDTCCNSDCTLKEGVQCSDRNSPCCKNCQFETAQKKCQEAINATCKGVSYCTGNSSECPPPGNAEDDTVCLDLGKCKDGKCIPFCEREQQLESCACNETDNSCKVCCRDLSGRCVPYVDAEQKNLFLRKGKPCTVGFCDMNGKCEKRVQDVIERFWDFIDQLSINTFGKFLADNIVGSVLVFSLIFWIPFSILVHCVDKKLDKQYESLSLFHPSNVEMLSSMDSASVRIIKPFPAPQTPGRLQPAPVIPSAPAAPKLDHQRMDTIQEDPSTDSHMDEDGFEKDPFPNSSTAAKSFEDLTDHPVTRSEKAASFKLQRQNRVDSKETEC
hgDAF-12 ag = agonists of H. glycines DAF-12 nuclear receptor | AID 687014 | HEK293 GAL4-hgDAF12 UAS-luciferase reporter, agonist luminescence; normalized to butyrate control | activation, % at 6.8 µM | hit rate 1.8% among 370,000;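 active = activation above a cutoff set at the mean of all screened compounds plus 3 SD, cut at about 10% in these data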;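 also: 0% = DMSO wells and 100% = sodium butyrate wells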
PG9 Ab binder = PG9 antibody binding by small molecule; inhibition, % at 6.7 µM; TR-FRET gp120-PG9 antibody binding; AID 624416; hit rate 0.43% among 360,000; in the data active = inhibition above about 8.5%
Active calls of the source: *; nt = not tested or not shown.

structure,hgDAF-12 ag,hcDAF12 agonist,DAX1 inh-1,PG9 Ab binder,ADAM17 inh,GAA850 FXN act,ssDAF12 agonist,DAX1 inh-2,SMARCA2 act,ADAM10 inh,GC-A act
COc1ccc(N2C(=O)CC(N3CCN(S(=O)(=O)c4c(C)cc(C)cc4C)CC3)C2=O)cc1 (centres undefined),-0.4,-0.3,-0.3,2.4,3,-1.6,-1.3,2.8,-3,-10,-2
O=c1nc(N/N=C/c2ccco2)cn[nH]1,5.7,0.8,0.1,-0.7,2,3.6,-0.6,0.7,2,-5,-1
Cc1nc(/C(N)=N/OC(=O)c2ccc(Cl)cc2)c(C(F)(F)F)o1,-1.6,-1.1,1.9,-1.2,-1,1.2,-1.0,0.0,2,5,2
Cc1nnc(NC(=O)c2nc(S(=O)(=O)Cc3ccccc3C)ncc2Cl)s1,-1.0,-1.6,1.3,-0.3,-2,-12,-1.0,-0.8,-14,-4,6
CCn1c(-c2nn(C)cc2Cl)n[nH]c1=S,0.7,0.6,-0.6,-0.1,-3,3.1,-1.5,-0.4,0,-10,3
CCCCN(Cc1ccccc1)C(=O)CCN1C(=O)C2C3C=CC(C3)C2C1=O (centres undefined),-1.8,0.2,-0.1,1.1,-2,0.6,-1.3,-0.7,-3,3,-4
COC(=O)Cn1c(CCS(=O)(=O)c2ccc(C)c(C)c2)nc2ccccc21,1.5,-1.8,-1.5,-1.3,-3,-0.7,-2.1,-0.1,3,9,-4
COC(=O)Cn1c(CN2CCN(C(=O)c3ccco3)CC2)nc2c1c(=O)n(C)c(=O)n2C,0.8,-1.0,-0.1,-2.0,-1,1.2,-1.1,0.5,-1,-9,4
O=C(CSc1nnc(-c2ccco2)o1)c1ccc([N+](=O)[O-])cc1,0.4,-0.1,nt,-3.8,2,-0.3,-0.7,-0.4,-2,2,-6
CCOc1ccc(CNC(=O)c2ccc3nc(N4CCOCC4)sc3c2)cc1,0.1,-1.8,0.5,-2.0,0,0.4,-1.6,0.4,1,-2,9
O=C(O)CCCn1cc(NC(=O)COc2cc(F)ccc2[N+](=O)[O-])cn1,-2.2,0.0,0.5,0.6,0,0.1,-1.3,0.3,-2,-1,2
CC(C(=O)NC1C=CS(=O)(=O)C1)N1C(=O)/C(=C/c2cccc(Cl)c2)SC1=S (centres undefined),2.0,1.4,0.2,-1.7,-2,0.7,-1.1,-0.2,-1,-3,-13

Going on with the list.
structure,hgDAF-12 ag,hcDAF12 agonist,DAX1 inh-1,PG9 Ab binder,ADAM17 inh,GAA850 FXN act,ssDAF12 agonist,DAX1 inh-2,SMARCA2 act,ADAM10 inh,GC-A act
CC(=O)Nc1ccc(S(=O)(=O)NNC(=O)c2sc(=S)n(C)c2C)cc1,1.4,-1.2,2.9,-2.8,5,-0.4,-0.8,-0.4,0,5,1
CN(C)c1nnnn1Cc1ccc(Cl)cc1Cl,-0.2,-0.9,3.4,1.6,0,-0.9,-0.3,-1.4,0,1,3
COC(=O)[C@]1(C)N[C@H](c2ccc(SC3CCCCC3)cc2)[C@@H]2C(=O)N(C)C(=O)[C@@H]21,0.3,-1.2,-0.2,-0.1,3,1.0,-0.9,0.3,1,5,1
COc1ccc(NC(=S)NCc2cccn2C)cc1,0.2,0.1,0.9,-1.3,-5,1.9,-0.1,-0.7,-1,-10,-3
Cn1c(O)c(/C=C2\C=NN=C2c2ccccc2)sc1=S,1.5,1.9,0.6,-0.5,2,3.9,-1.1,0.4,-2,6,5
Cc1cc(C)nc(SCC(=O)Nc2ccc(S(=O)(=O)Nc3onc(C)c3C)cc2)n1,0.3,-0.3,0.6,-1.3,-3,-1.5,-0.9,-0.8,-1,-18,-2
C=CCNC(=O)Nc1ccc(F)c(Cl)c1,0.5,-1.2,0.3,-2.1,1,-0.8,-1.2,-0.1,3,4,4
Cc1ccc2c(c1)CC1(CN2C)C(=O)OC2(CCCCC2)OC1=O,-0.4,-0.1,1.1,-5.3,-13,-1.1,-0.8,1.7,-2,-53,-2
COc1cc(CCC(=O)OCC(N)=O)cc(OC)c1OC,8.3,0.4,-0.6,-1.5,-2,0.3,-2.0,-0.4,-3,5,-2
CC(=O)c1c(C)[nH]c(C(=O)CSc2nc3ccccc3c(=O)n2CCCO)c1C,-3.7,-0.4,0.1,-1.6,-2,0.9,-1.6,-2.3,0,-3,0
COc1ccc(NC(=O)Nc2nc(C(N)Cc3ccc(C(F)(F)F)cc3)cs2)cc1 (centres undefined),-1.5,-1.4,nt,-0.8,4,5.6,-1.1,-0.8,-7,6,2
CN1C[C@@H]2[C@@H]3C(=O)N(Cc4ccccc4)C(=O)[C@@H]3[C@](Cc3ccccc3)(C1=O)N2C(=O)c1ccc(Cl)cc1,3.8,-0.3,0.1,-2.0,-2,-0.6,-0.5,0.4,1,-6,-12

Following part:
structure,hgDAF-12 ag,hcDAF12 agonist,DAX1 inh-1,PG9 Ab binder,ADAM17 inh,GAA850 FXN act,ssDAF12 agonist,DAX1 inh-2,SMARCA2 act,ADAM10 inh,GC-A act
CCC(CC)C(=O)NC12CC3CC(CC(C3)C1)C2,0.3,-0.9,1.2,-1.2,-3,-0.8,-1.1,0.8,2,-5,-1
Cc1ccc(NC(=S)Nc2ccc3cn[nH]c3c2)c(C)c1,2.2,-0.4,-0.2,-0.6,-14,-1.8,-1.2,-2.0,1,-37,2
CCNC(=S)N(CCc1c(C)[nH]c2ccc(OC)cc12)Cc1cccnc1,-2.7,2.8,-1.7,-0.2,-30,0.1,-0.6,0.6,0,-112,1
CC(c1ccccc1)C(CC(=O)O)C(=O)NC1CCCCC1 (centres undefined),2.1,-0.7,3.8,-0.9,-3,-1.1,-1.5,1.4,2,6,1
COc1cccc(CNS(=O)(=O)c2cc3c(cc2C)n(C)c(=O)c(=O)n3C)c1,-3.2,-1.7,1.1,0.0,-4,-0.7,-1.5,0.5,-2,-15,0
O=C(COc1ccc(F)cc1)NNC(=O)Cn1ccc(C(F)(F)F)n1,-1.8,-1.3,0.7,-1.5,0,-1.1,-0.8,-2.2,3,2,0
COc1ccc(N2CCN(C3CCCN(C(=O)c4cccc(C)n4)C3)CC2)cc1 (centres undefined),-2.0,-0.8,-0.8,-0.6,2,3.7,-1.4,0.6,-2,-10,1
CN(C)C(CNC(=O)c1ccc([N+](=O)[O-])cc1Cl)c1ccco1 (centres undefined),-1.3,0.3,0.0,-0.2,1,2.5,-0.9,0.2,1,1,3
Cc1nc(NC(=O)CSc2ccc(-c3nc4ccccc4[nH]3)cn2)sc1C,7.5,1.4,0.9,2.5,-13,2.8,-1.0,0.8,6,-36,8
Oc1csc(Cc2nc(-c3ccc(Br)cc3)cs2)n1,12*,8.8*,2.0,-0.8,-3,7.6*,-0.1,2.0,4,-7,-3
CC1CCC(NC(=O)COC(=O)c2ccc3ncsc3c2)CC1 (centres undefined),0.2,0.3,0.4,-0.1,-1,2.4,-0.8,-0.7,5,0,0
CS(=O)(=O)c1ccc2nc(NC(=O)Nc3cccc(Cl)c3)sc2c1,8.0,-2.8,-2.8,1.6,-4,-8.7,-1.9,0.5,-2,-3,-18

New compounds follow
structure,hgDAF-12 ag,hcDAF12 agonist,DAX1 inh-1,PG9 Ab binder,ADAM17 inh,GAA850 FXN act,ssDAF12 agonist,DAX1 inh-2,SMARCA2 act,ADAM10 inh,GC-A act
O=C(O)c1cccc(Nc2nc(N3CCOCC3)nc(N3CCOCC3)n2)c1,1.1,-1.2,0.3,0.1,-4,0.1,-1.1,-0.4,-1,-2,5
COC(=O)C1C(=O)c2c([nH]c(C(=O)OCCOC(C)C)c2C)CC1C (centres undefined),4.3,0.4,nt,-0.8,2,nt,-0.6,-0.4,3,6,-3
O=C(CN1CCN(c2ccccc2)CC1)Nc1cccc(C(F)(F)F)c1,3.8,0.5,0.5,-1.9,1,-0.1,-1.3,-0.7,-1,4,5
CCCCN1C(=O)NC(c2cccc([N+](=O)[O-])c2)C(C(=O)OCC)=C1C (centres undefined),-2.1,-2.3,0.0,-4.7,1,0.0,-1.5,-0.2,1,2,-1
CCc1ccc(C#CC2=CC(=O)CC(C)(C)C2)cc1,5.3,-0.7,-0.1,-3.0,3,-0.8,-1.3,0.8,2,-2,2
COc1ccc(-c2ccc3nccn3c2)cc1,3.8,1.0,nt,0.2,-25,2.6,-1.1,1.1,1,-71,-4
Cc1ccc(-c2nnc3n2N=C(c2ccc(-c4ccccc4)cc2)CS3)cc1,-0.8,-4.0,nt,nt,5,nt,-2.3,-2.2,-4,3,-12
CC1(C)C(=O)N(c2ccccc2F)C(=O)c2ccccc21,-1.4,-1.3,-0.1,0.1,-3,-1.3,-1.2,-0.3,0,-1,1
CC1(CCc2ccccc2)NC(=O)N(CC(=O)N2CC(=O)Nc3ccccc32)C1=O (centres undefined),0.8,0.0,-0.6,-1.7,-4,0.2,-1.0,0.3,-4,-5,1
Cn1cnnc1SCC(=O)n1c2ccccc2c2ccccc21,1.8,-0.5,-0.5,-1.2,8,-0.8,-0.7,1.8,0,5,2
CN1CCN(c2ccc(NC(=O)c3ccc(Oc4ccccc4)cc3)cc2)CC1,0.3,-1.1,-0.2,-1.9,0,1.8,-1.0,-0.2,-1,6,12
Cc1ccc(-n2[nH]c(C)c(C=Nc3ccc(C)cn3)c2=O)cc1,1.5,1.2,1.9,-4.5,0,1.1,-0.7,0.5,-1,5,5

Continuation:
structure,hgDAF-12 ag,hcDAF12 agonist,DAX1 inh-1,PG9 Ab binder,ADAM17 inh,GAA850 FXN act,ssDAF12 agonist,DAX1 inh-2,SMARCA2 act,ADAM10 inh,GC-A act
Cc1c(CC(C)C)nc(N)c(C#N)c1-c1ccccc1,-3.2,-2.5,-1.4,1.5,-2,2.0,-0.8,0.3,0,4,-7
O=C(COc1ncnc2ccccc12)c1ccc2c(c1)OCCO2,11*,5.2,2.5,0.2,-6,3.4,0.5,1.6,7,-2,1
NC(=O)CSc1nnc(COc2ccc3ccccc3c2)o1,0.8,-2.5,-0.9,-0.6,0,0.4,-0.8,-1.2,0,-5,3
CCn1c(SCC(=O)c2cc(C)n(CC3CCCO3)c2C)nc2ccccc21 (centres undefined),-2.2,0.0,0.7,0.3,-1,0.0,-1.8,-1.3,-3,-4,-8
Cc1noc(C)c1COc1ccccc1C(=O)N1CCN(S(=O)(=O)c2ccccc2C#N)CC1,-0.3,-1.6,-0.2,-0.8,-1,-1.0,-1.1,1.4,4,0,-4
O=S(=O)(Nc1ccc(NS(=O)(=O)c2ccccc2)c2ccccc12)c1ccccc1,-0.7,-0.1,0.8,-0.3,5,-3.4,-0.2,-0.5,-2,1,7
CCc1nn(CCCC(=O)N2CCC(C)CC2)c(=O)c2cc3occc3n12,-0.5,-2.7,0.4,-1.3,-3,1.8,-1.5,-0.3,1,1,-3
c1csc(C2Nc3cccc4cccc(c34)N2)c1,2.4,4.8,0.7,-4.3,-9,0.6,-0.2,-0.6,-4,-7,2
CN(C)C(=S)NC(=O)C(c1ccccc1)c1ccccc1,-1.9,-0.8,-0.3,-2.8,-2,0.1,-1.1,-0.5,-2,-3,5
O=C(c1ccc(Cl)cc1)C1CCN(C(=O)NC2CCCCC2)CC1,-3.2,-3.0,-0.9,1.0,0,0.2,-2.2,-2.3,-6,2,-5
CC(C)(C)NC(=O)COC(=O)c1ccc(S(=O)(=O)N2CCCCCC2)cc1,0.1,1.1,1.1,-0.5,-1,-1.3,-1.0,-0.4,-1,6,-3
CN(Cc1nc2ccccc2n1C)S(C)(=O)=O,-1.2,0.9,0.4,1.2,-3,-0.1,-0.8,0.7,0,0,0
